Bioassay records deposited in PubChem BioAssay by Icahn School of Medicine at Mount Sinai.
RBX1-CUL1 inh = human ROC1-CUL1 E3 ligase inhibition | P62877+Q13616 | in vitro K48 di-Ub FRET, acceptor:donor ratio, 45 min | inhibition, % at 10 µM | actives 0.6% (n = 140,000) | AID 1347404; in the data active = inhibition above about 25%
Target sequence (P62877 whole entry, looked up): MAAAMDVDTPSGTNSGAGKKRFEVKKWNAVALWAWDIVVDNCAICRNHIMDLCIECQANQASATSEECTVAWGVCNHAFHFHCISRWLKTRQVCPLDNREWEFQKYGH
Target sequence (Q13616 whole entry, looked up): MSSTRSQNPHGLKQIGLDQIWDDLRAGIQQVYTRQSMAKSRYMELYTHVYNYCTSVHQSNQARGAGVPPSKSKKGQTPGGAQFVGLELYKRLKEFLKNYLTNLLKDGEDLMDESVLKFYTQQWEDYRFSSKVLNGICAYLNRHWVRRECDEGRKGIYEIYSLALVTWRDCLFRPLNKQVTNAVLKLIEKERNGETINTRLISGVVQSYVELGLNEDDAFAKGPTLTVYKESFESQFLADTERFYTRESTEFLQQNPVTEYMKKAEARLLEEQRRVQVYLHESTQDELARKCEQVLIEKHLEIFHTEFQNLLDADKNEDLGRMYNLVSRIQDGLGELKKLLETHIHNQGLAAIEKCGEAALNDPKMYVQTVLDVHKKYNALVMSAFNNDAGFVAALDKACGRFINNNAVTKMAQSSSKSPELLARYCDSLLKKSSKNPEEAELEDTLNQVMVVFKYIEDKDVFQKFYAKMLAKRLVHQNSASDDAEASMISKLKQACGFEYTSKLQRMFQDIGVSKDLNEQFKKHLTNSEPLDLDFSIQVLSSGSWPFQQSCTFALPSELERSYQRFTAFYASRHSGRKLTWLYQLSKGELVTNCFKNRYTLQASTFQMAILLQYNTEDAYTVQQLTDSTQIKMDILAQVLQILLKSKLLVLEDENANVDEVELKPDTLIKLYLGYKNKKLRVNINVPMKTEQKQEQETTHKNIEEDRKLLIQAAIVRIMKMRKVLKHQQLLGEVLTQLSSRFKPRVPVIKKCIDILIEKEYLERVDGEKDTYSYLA
The depositor's hits bear a star. These rows are one share of the data; rates above refer to the full screens.

RBX1-CUL1 inh	SMILES
3	CCOc1ccc(CCNC(=O)c2cc3c(-c4ccc(OC)c(OC)c4)nn(C)c3s2)cc1OCC
3	CCOC(=O)c1cc2c(=O)n3ccccc3nc2n(CC2CCCO2)c1=NC(=O)c1ccc(OCC)cc1 (stereo not given)
-3	O=C(N/N=C/c1c[nH]c2ccccc12)c1ccc([N+](=O)[O-])cc1
0	CC(C)NC(=O)c1ccc2c(c1)N(Cc1cccc(Cl)c1)C(=O)c1ccccc1S2=O (stereo not given)
3	COc1cccc(-c2cn3c(n2)sc2cc(C(=O)NC4CCCCCC4)ccc23)c1
13	CN1N=CC(=N/N=C(\Cl)c2ccccc2)C(Cl)C1=O (stereo not given)
0	CC(=O)c1cccc(-n2c(=O)c3c4c(sc3n(CC(=O)c3ccccc3)c2=O)CN(C(C)=O)CC4)c1
-3	O=C(NCc1ccccc1-n1cncn1)c1coc(CN2CCc3ccccc3C2)n1
9	COc1cnc(NCc2ncn[nH]2)nc1-c1ccnn1C
8	O=C(NCc1cccnc1N1CCCC(O)C1)c1cccc2nccnc12 (stereo not given)
-17	O=C(CCC(=O)N1CC2CCCN2c2ccccc21)NCc1ccccc1F (stereo not given)
18	COc1cccc(NC(=O)CSc2c3c(nc4ccccc24)CCCC3)c1
-1	Cc1nc2cc(NC(=O)c3ccc(NS(=O)(=O)c4cccc(Cl)c4)cc3)ccc2s1
3	CCCCOc1ccc(C(=O)N2CCN(CCc3ccccn3)CC2)cc1
0	Cc1cccc(N(C)C(=O)C(Cc2ccccc2)NS(=O)(=O)c2cccc3nsnc23)c1 (stereo not given)

Ordered by value in RBX1-CUL1 inh (smallest number first): three from the list above
RBX1-CUL1 inh	SMILES
-3	O=C(N/N=C/c1c[nH]c2ccccc12)c1ccc([N+](=O)[O-])cc1
0	CC(=O)c1cccc(-n2c(=O)c3c4c(sc3n(CC(=O)c3ccccc3)c2=O)CN(C(C)=O)CC4)c1
9	COc1cnc(NCc2ncn[nH]2)nc1-c1ccnn1C

Compounds shown so far that have two or more sulfur atoms:
RBX1-CUL1 inh	SMILES
-1	Cc1nc2cc(NC(=O)c3ccc(NS(=O)(=O)c4cccc(Cl)c4)cc3)ccc2s1
0	Cc1cccc(N(C)C(=O)C(Cc2ccccc2)NS(=O)(=O)c2cccc3nsnc23)c1 (stereo not given)

Next results follow:
RBX1-CUL1 inh	SMILES
-3	O=C1S/C(=C\c2ccco2)C(=O)N1Cc1ccc(F)cc1
4	Cn1c(SCC(=O)N2CCOCC2)nc2sc3c(c2c1=O)CCCC3
4	Cc1ccc(C=C2C(=O)OC3(CCCCC3)OC2=O)cc1
-5	CC(=O)c1cc(C(=O)N2CCOCC2)c(=O)[nH]c1C
5	NC(=Nc1ccccc1)N=C1N=C2CCCCC2C(=O)N1 (stereo not given)
-9	Oc1cc(N2CCOCC2)c2ccccc2c1Cl
-7	CC(O)=NS(=O)(=O)c1ccc(N=NN2CCOCC2)cc1
1	COc1ccccc1N1CCN(S(=O)(=O)c2c(C)sc3ncn(CC(=O)Nc4ccccc4F)c(=O)c23)CC1
-2	COc1ccc(C2CC=CC(OC)C2(C#N)C#N)cc1 (stereo not given)
6	Cc1nn(CCCC(=O)NCc2ccccc2)c(=O)c2c1sc1ccccc12
7	O=C(CSc1nnc(-c2ccc(O)cc2)o1)c1ccc(Br)cc1
-5	O=C(Cc1cccs1)NC1CC(=O)N(c2cccc(F)c2)C1 (stereo not given)
-8	Cc1cc(C)n(-c2nc3ccccc3nc2Nc2cc(C(=O)O)ccc2C)n1
-1	Cc1c(Cl)cccc1NC(=O)CSc1ncc2c(n1)-c1ccccc1N(C)S2(=O)=O
1	CC(C)c1ccc2oc(-c3cc(NC(=O)c4cccs4)ccc3Cl)nc2c1

In the list so far, 3 contain an NH in an aromatic ring:
RBX1-CUL1 inh	SMILES
-3	O=C(N/N=C/c1c[nH]c2ccccc12)c1ccc([N+](=O)[O-])cc1
9	COc1cnc(NCc2ncn[nH]2)nc1-c1ccnn1C
-5	CC(=O)c1cc(C(=O)N2CCOCC2)c(=O)[nH]c1C

Additional structures.
RBX1-CUL1 inh	SMILES
7	Cc1c(C(C)NCc2cc(F)cc(F)c2)cnn1-c1cccc(F)c1 (stereo not given)
-2	CN(Cc1ccccc1)c1ccc(-c2nc(-c3ccco3)no2)cc1[N+](=O)[O-]
-9	CCc1ccc2nc(Cl)c(C3c4c(ccc5ccccc45)OC(=N)C3C#N)cc2c1 (stereo not given)
3	Cc1nn(-c2nc(-c3ccc(F)cc3)cc(C(F)(F)F)n2)c(C)c1Br
-2	CC(=O)Nc1ccccc1OCCCc1ccccc1
5	CN(Cc1ccccc1)c1ccc2cc(S(=O)(=O)N3CCCCC3)ccc2n1
-9	CN(C)c1ccc(/C=N/NC(=O)CCC(=O)Nc2cc(Cl)ccc2Cl)cc1
-10	CCOC(=O)c1scc2c1OCCO2
2	CCN(C(C)=O)c1ccc(C)cc1C(=O)O
-3	CCOC(=O)c1c(NC(=O)COc2cccc(C)c2C)sc2c1CCC(CC)C2 (stereo not given)
7	Cc1ccc(C(=O)N2CCN(Cc3ccc(F)cc3Cl)CC2)o1
0	CSc1ccccc1-c1nnc(NC(=O)c2ccc3c(c2)OCCO3)o1
-2	CC1Oc2ccc(S(=O)(=O)N3CCN(c4ccccc4F)CC3)cc2NC1=O (stereo not given)
-1	Cc1ncsc1CCC(=O)N1CCCC(CNC(=O)c2ccco2)C1 (stereo not given)
6	c1ccc2oc(N3CCN(c4cc(C5CCCNC5)ncn4)CC3)nc2c1 (stereo not given)
-3	Cc1cccc(N2CCN(C(=O)CCc3c(C)nc4ncnn4c3C)CC2)c1C
12	Clc1cccc(-c2[nH]ncc2-c2nnnn2-c2ccccc2)c1
1	Cc1oc2ccc(O)c(CN3CCCC3)c2c1C(=O)Nc1ccccc1
7	COc1nc(N(C)C)nc(N(C)Nc2nc(Cl)nc(N(C)C)n2)n1
-4	COCCCNc1nc2c(S(=O)(=O)c3ccccc3)nnn2c2ccc(Cl)cc12
-12	COc1ccc(N2CCN(Cc3nnc(-c4ccc5c(c4)OCO5)o3)CC2)cc1
-1	COc1ccc(C(=O)Nc2cc(Cl)ccc2C)cc1OC
10	Cc1ccc(NC(=O)Cc2noc3ccccc23)cc1
-6	Cc1ccccc1NC(=O)CN1C(=O)S/C(=C/c2cn(C(C)C)c3ccccc23)C1=O
8	COc1cc(NC(=O)COCc2cc(-c3ccc(F)cc3)on2)cc(OC)c1OC
-4	O=Cc1ccc(C(=O)N2CCCC(CNC(=O)c3ccc(F)cc3)C2)cc1 (stereo not given)
-4	O=C(Nc1cccc(C(F)(F)F)c1)c1noc2c1CCc1ccccc1-2
4	O=S(=O)(Cc1ccccc1)c1nc2ccccc2[nH]1
9	Cc1cccc(N(CC(=O)NCC2CCCO2)S(C)(=O)=O)c1C (stereo not given)
-9	CC(=O)Nc1ccc(Nc2ncnc3sc4c(c23)CCCC4)cc1
0	CCOC(=O)C1(CCOc2ccccc2)CCN(Cc2ccccn2)CC1
-1	COC(=O)C1CCCCN1C(=O)c1c(OC)cc(=O)n2c1CCN(Cc1cccc3c1OCO3)CC2 (stereo not given)
-5	COc1ccc(/C(C)=N/NC(=O)CCC(=O)Nc2ccc(Cl)cc2Cl)c(OC)c1
-1	Cc1cccc(-c2noc(-c3ccc(NCc4ccccc4)c([N+](=O)[O-])c3)n2)c1
0	C=CCC(C)(C)NC(C)c1ccccc1 (stereo not given)
0	COc1ccc(-c2cc(C(F)(F)F)nc(SCCC(=O)Nc3cccc(O)c3)n2)cc1
-6	Cc1cc(=O)[nH]c2ccc(S(=O)(=O)N3CCOCC3)cc12
-3	N#Cc1c(N)nc2c(c1-c1cccc(Br)c1)CCCCC2
-14	CS(=O)(=O)NCC(c1ccco1)N1CCN(c2ccc(F)cc2)CC1 (stereo not given)
5	O=C(c1ccc(Cl)cc1)n1nc(-c2ccco2)nc1NCc1cccs1
0	CC(=O)N1CCc2cc(Br)cc(S(=O)(=O)N3CCN(c4cc(C)ccc4C)CC3)c21
-6	Cc1cc(C)n(-c2nnc(Nc3ccc(C)c(Cl)c3)c3ccccc23)n1
-10	Cc1cn2c(=O)cc(COc3ccccc3NC(=O)c3ccco3)nc2s1
-1	Cc1[nH]c2ccccc2c1/C=N/n1c(C)n[nH]c1=S
4	CC(C)C(C(=O)N1[C@H](c2ccccc2)COC1(C)C)C(O)c1ccccc1 (stereo not given in full)
3	CC1CC=C2C(C1)C(c1ccccc1F)C(C#N)C(=N)C2(C#N)C#N (stereo not given)
-4	CCN(CC)C1CCN(C(=O)c2csc3nc(-c4cccc(OC)c4)cn23)C1 (stereo not given)
-5	O=C1CSC2=NC3=C(CCc4ccccc43)C(c3cccs3)N12 (stereo not given)
-10	C/C=C/COC(=O)C1C(C)=NC(=O)NC1c1cc(OC)c(OC)c(OC)c1 (stereo not given)
8	CCOc1nc2c(c(-c3cccs3)c1C#N)CCc1ccccc1-2
-6	O=C(NNC(=O)c1csc2ccccc12)Nc1cccc(Cl)c1
1	COCCCNC(=O)CCc1ccc(S(=O)(=O)Nc2ccc(C)cc2)cc1
2	Cc1ccc(Cn2c(CNC(=O)CCc3ccccc3)nc3cccnc32)cc1
6	COc1ccc(OC)c(C2NC(=O)N=C(C)C2C(=O)Nc2cccc(C)c2C)c1 (stereo not given)
0	COc1ccc(Cl)cc1N1C(=O)C(Cl)=C(N2CCCCC2)C1=O
-5	CCOC(=O)C1(Cc2ccccc2C)CCCN(S(=O)(=O)c2cccs2)C1 (stereo not given)
6	CCCNC(=O)CCc1nnc2ccc(N3CCN(c4cccc(OC)c4)CC3)nn12
1	COc1ccc(NC(=O)c2ccco2)cc1NC(=O)COc1ccc(C)cc1C
-5	O=C(Nc1nnc(Cc2ccc(Cl)cc2Cl)s1)c1ccc(Br)cc1
-4	O=C(O)Cc1cc([N+](=O)[O-])ccc1Cl

Exported with each value named: 4 of the compounds above
canonical_smiles: O=C(c1ccc(Cl)cc1)n1nc(-c2ccco2)nc1NCc1cccs1
  RBX1-CUL1 inh: 5

canonical_smiles: CC(=O)N1CCc2cc(Br)cc(S(=O)(=O)N3CCN(c4cc(C)ccc4C)CC3)c21
  RBX1-CUL1 inh: 0

canonical_smiles: Cc1cc(C)n(-c2nnc(Nc3ccc(C)c(Cl)c3)c3ccccc23)n1
  RBX1-CUL1 inh: -6

canonical_smiles: Cc1cn2c(=O)cc(COc3ccccc3NC(=O)c3ccco3)nc2s1
  RBX1-CUL1 inh: -10

(cont.)
RBX1-CUL1 inh	SMILES
3	Cc1cccc(Cn2c(C)c(C)c3cc(C(=O)NCc4ccco4)ccc32)c1
-6	CCC(C)n1cc(/C=C2/C(C)=C(C#N)c3nc(N)c(C#N)c(C)c32)c2ccccc21 (stereo not given)
-5	O=C(Nc1ccc(Oc2ccccc2)cc1)c1cccc(COc2ccc3c(c2)CCC3)c1
-9	COc1cc(C(=O)OCC(=O)N=C2C(=O)N(c3ccccc3)N(C)C2C)cc(OC)c1OC (stereo not given)
5	CC(=O)C1C(C)=NC(=O)C(C#N)C1c1ccncc1 (stereo not given)
-10	CCCC(=O)Nc1cc(C(=O)OC)cc(C(=O)OC)c1
9	O=C(NNC(=O)C1CC=CCC1C(=O)O)c1ccc(OC2CCCC2)cc1 (stereo not given)
1	Clc1ccc(CN2CCC(C3CCN(Cc4cccnc4)CC3)C2)cc1 (stereo not given)
-1	CC1=Nc2cc(C(=O)NCc3ccccc3Cl)ccc2Sc2c(C)ccc(C)c21
12	Cc1ccc(C(=O)O/N=C/c2ccc3c(c2)OCO3)cc1
-8	O=C(Nc1ccc(-c2csc(-c3ccccc3)n2)cc1)c1cccnc1
5	Cc1cc(-c2n[nH]c(=S)n2-c2ccccc2C)cs1
5	CCc1ccc(OCc2nnc(SCC(=O)Nc3ccccc3)o2)cc1
4	COc1ccc(C2CC(=O)C3C(=NC(C)=C(C(=O)Nc4ccccn4)C3c3cccs3)C2)cc1 (stereo not given)
8	CCN(CC)C(=O)c1ccccc1NC(=O)c1cccc(S(=O)(=O)N2CCC(C)CC2)c1
0	CCc1ccc(NC(=O)CCCc2nnc3n(CCCOC)c(=O)c4sccc4n23)cc1
0	COc1cc(CC2(CCC(=O)N3CCN(C(=O)c4cccs4)CC3)CCC(=O)N2)ccc1F (stereo not given)
3	CCCCCC(=O)Nc1cc(C)ccc1C
12	O=C1NCCN(Cc2cccc(F)c2F)C1CC(=O)N1CCC(O)(c2ccccc2)CC1 (stereo not given)
4	CCOC(=O)C1(CCc2ccccc2)CCN(C(=O)CN2CCCC2=O)CC1
0	CC(C)NC(=O)Cc1csc2nc(-c3ccccc3)cn12
8	COCCCNc1ncnc2sc(C(=O)N(C)C(C)C)c(C)c12
-3	Cc1cccc(Cn2c(-c3ccccc3)nc3ccccc32)c1
-1	Cc1cn2c(=O)cc(COc3ccc(C(C)(C)C)cc3)nc2s1
6	CC(C(=O)Nc1ccc2c(c1)OCO2)c1cccc(C(=O)c2ccccc2)c1 (stereo not given)
2	CC1=CN2C(=NC(C(F)(F)F)(C(F)(F)F)N=C2c2ccc(Cl)cc2)C=C1
9	O=C(CC1=CCCCC1)N1CCc2[nH]nc(-c3cccc(F)c3)c2C1
-3	CN(C)c1ccnc2sc3c(=O)n(-c4ccccc4)cnc3c12
1	Cc1cc(C)cc(NC(=O)CSc2nnc(COc3ccccc3Cl)o2)c1
-10	O=C(c1cccs1)N1Cc2ccccc2OC(c2ccccc2)C1 (stereo not given)
-4	COC(=O)C(C)Sc1ncnc2c1c(-c1ccccc1)cn2-c1ccc(F)cc1 (stereo not given)
